From PubChem BioAssay
TDP43 rescue = qHTS of TDP-43 Inhibitors; 1.8% of 410,000 active; TDP-43 expressing yeast growth rescue, BacTiter-Glo, 24 h; Potency, µM (highest dose often 46.1 µM), for inactives: top-dose growth rescue (activation), hits mostly activators; note: potency is the fitted concentration of half-maximal effect; % of control where 0% means no effect; nearly all actives have a fitted effect of over 50% in size
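Cell-based yeast growth screen: TDP-43 expression induced in galactose, inoculum OD600=0.02 after raffinose pregrowth to mid-log. Read-out BacTiter-Glo luminescence at 24 hr, 30 deg C; inhibition of toxicity seen as signal increase.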
D3 antag = qHTS of D3 Dopamine Receptor Antagonist: qHTS. D(3) dopamine receptor (Homo sapiens), P35462. D3R cells, DiscoveRx beta-arrestin luminescence, antagonist mode; stronger effect = lower value. max response, negative = inhibition, %. 2.5% of 360,000 active. AID 652054, 2013; in the data active = max response below about -50%; inconclusive = no clear call, values can overlap the other calls; note: % is set by controls: 0 for no effect and ±100 for the full control effect; mostly tested at two doses, the higher about 12 µM
Target sequence (P35462 whole entry, looked up): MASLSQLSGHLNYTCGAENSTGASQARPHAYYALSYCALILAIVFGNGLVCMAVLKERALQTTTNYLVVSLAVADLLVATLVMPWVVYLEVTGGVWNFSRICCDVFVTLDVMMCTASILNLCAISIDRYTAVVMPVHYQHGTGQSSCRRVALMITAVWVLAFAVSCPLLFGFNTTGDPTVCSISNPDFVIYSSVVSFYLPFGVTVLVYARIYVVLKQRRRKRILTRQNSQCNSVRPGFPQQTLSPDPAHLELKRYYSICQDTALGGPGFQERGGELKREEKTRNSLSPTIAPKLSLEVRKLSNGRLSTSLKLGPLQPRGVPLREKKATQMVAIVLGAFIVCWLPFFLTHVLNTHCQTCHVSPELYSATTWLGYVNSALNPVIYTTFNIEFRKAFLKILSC
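Cells plated overnight at 1500 cells/well, then exposed to library compounds with dopamine controls for 90 minutes at 37 degrees C. DiscoveRx reagent added for 30–60 minutes at room temperature; luminescence read, quantitative HTS format.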
EPAC2 agonist = qHTS for Agonist of cAMP-regulated guanine nucleotide exchange factor 4 (EPAC2): primary screen; AID 720711, 2013; EPAC2 activation, biochemical qHTS; response scale: 100% = 6.5 mM cAMP response; 0.079% of 360,000 active; Rap guanine nucleotide exchange factor 4 (Homo sapiens), Q8WZA2; Potency, µM (doses to about 154 µM), without a hit: at the highest dose activation, actives largely listed as activators; note: potency is the fitted concentration of half-maximal effect; nearly all actives have a fitted effect of over 50% in size
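Each well held 100 nM EPAC2, 250 nM RAP1B-BODIPY-GDP and 50 uM GDP. Fluorescence, read at 5-min intervals to 30 min, was referenced to a 6.5 mM cAMP positive control.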
EPAC2 antagonist = qHTS for Antagonist of cAMP-regulated guanine nucleotide exchange factor 2 (EPAC2): primary screen; Rap guanine nucleotide exchange factor 4 (Homo sapiens), Q8WZA2; EPAC2 GEF exchange of Rap1B-BODIPY-GDP, fluorescence; Potency, µM (top dose mostly 114 µM), without a hit: top-dose activity, negative = inhibition, hits mostly inhibitors; 0.18% of 360,000 active; AID 720708, 2013; note: potency is the fitted concentration of half-maximal effect; % is set by controls: 0 for no effect and ±100 for the full control effect; nearly all actives have a fitted effect of over 45% in size; many of its hits are not listed in these tables
D3 ag = qHTS of D3 Dopamine Receptor Agonist: qHTS; D(3) dopamine receptor (Homo sapiens), P35462; D3R DiscoveRx beta-arrestin cells, luminescence, 90 min; max activation, %; 0.58% of 410,000 active; AID 652048, 2013; in the data active = max activation above about 30%; note: 0% is about no effect; mostly tested at two doses, the higher about 12 µM
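Agonist-mode cell screen: cells plated at 1500/well and incubated overnight at 37 °C, then exposed to library compounds for 90 min at 37 °C. Detection reagent was added for 30–60 min at room temperature, and luminescence was read.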
Abeta rescue = qHTS for compounds that reverse cellular toxicity of Amyloid beta (A-beta) peptide in yeast: Primary Screen | yeast expressing A-beta42, growth rescue, OD600, 48 h; response scale: 0% DMSO, 100% iron-clioquinol control | Potency, µM (top dose mostly 46.1 µM), without a hit: top-dose growth rescue, usual class: activators | 0.063% of 410,000 active; note: potency is the fitted concentration of half-maximal effect; nearly all actives have a fitted effect of over 55% in size
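Yeast A-beta toxicity model in growth medium with pinned compounds, 48 h at 30 C; growth read as absorbance at 600 nm. Normalized to FeCl3/clioquinol equimolar mix (positive) and DMSO (negative).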
aSyn rescue = qHTS of alpha-syn Inhibitors; 0.14% of 370,000 active; Yeast expressing alpha-synuclein, growth rescue, BacTiter-Glo, 24 h; Potency, µM (highest dose often 46.1 µM), for inactives: top-dose growth rescue (activation), hits mostly activators; AID 652106, 2013; note: potency is the fitted concentration of half-maximal effect; % of control where 0% means no effect; nearly all actives have a fitted effect of over 65% in size
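Rescue of yeast growth: cells expressing toxic alpha-synuclein, induced in galactose at OD600 0.02, incubated with compound 24 h at 30 C. ATP luminescence quantified growth; inhibitors of toxicity appear as activators.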
FUS suppressor = qHTS for Suppressors of FUS Proteinopathy: Primary screen using FUS-linked yeast assay. S. cerevisiae FUS-expressing, growth rescue, OD600, 24 h. Potency, µM (series often up to 76.6 µM), without a hit: at the highest dose growth rescue (activation), hits mostly activators. 0.24% of 390,000 active. AID 1347120, 2019;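 note: potency is the fitted concentration of half-maximal effect; plate controls were DMSO vehicle for no effect and reference control for full effect; nearly all actives have a fitted effect of over 55% in size; some results filed as inactive show a strong effect at the top dose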
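Absorbance at 600 nm, taken 24hr after compound addition, measured rescue of FUS-yeast growth at 30C. Induction used 2% galactose with seeding at OD 0.005. Controls: CP55940 from 92uM final, DMSO only.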
* = called active by the depositor; ? = inconclusive; / = no result given; & = joins results of further samples; [ ] = another dose, or the depositor's remark. Unless noted, calls come from the whole dose curve; as a rule, active = well fitted curve in the direction sought with a large enough effect; inconclusive = small, poorly fitted or top-dose-only effect, or another doubt; inactive = no such curve, though single readings can be large; an effect the other way counts as inactive or inconclusive.

SMILES	TDP43 rescue	D3 antag	EPAC2 agonist	EPAC2 antagonist	D3 ag	Abeta rescue	aSyn rescue	FUS suppressor
COCCN1C=C(C(=O)OC)C(c2ccc(Cl)cc2)C(C(=O)OC)=C1	-22%	-20	6%	?	-7	-8%	-1%	13%
CC(C)=NNc1cc([N+](=O)[O-])cc2c1C(=O)N(C)S2=O (stereo unspecified)	26%	11	1%	2%	3	13%	0%	-32%
Cn1ccnc1CN1CCN(C(=O)c2cc(COc3ccc(F)c(F)c3)on2)CC1	-3%	-12	2%	-2%	-2	7%	-2%	7%
C#CCOCCOCCOCCNc1nc(N2CCN(C(=O)[C@H](CCCCN)n3cc(CN)nn3)CC2)nc(N2CCN(C(=O)[C@H](CCCCN)n3cc([C@@H](N)CC(N)=O)nn3)CC2)n1	10%	-28	6%	21%	1	-14%	2%	-16%
CN(Cc1cnccn1)C(=O)CC1C(=O)NCCN1CC(c1ccccc1)c1ccccc1 (stereo unspecified)	/	-15	0%	2%	3	6%	0%	8%
CCC(=O)c1ccc(OCC(=O)Nc2ccc(S(=O)(=O)Nc3cc(C)nc(C)n3)cc2)cc1	13%	-17	0%	17%	-2	2%	-6%	15%
CC1CC(C)CN(C(=O)CCCNC(=O)c2ccc(Cl)cc2)C1 (stereo unspecified)	-30%	-13	9%	1%	-6	-1%	2%	17%
COc1ccc(C)cc1NC(=O)c1sc2nc(-c3ccc(F)cc3)cn2c1C	18%	/	/	/	12	9%	/	-2%
COCC(=O)Nc1cc(C)cn(Cc2ccccc2Cl)c1=O	5%	-15	9%	1%	0	17%	5%	24%
CCOC(=O)CC(=O)CSc1nc(-c2cccnc2)ccc1C#N	-1%	-16	24%	6%	-2	19%	6%	31%
CCOc1ccc(CN2C(=O)c3ccccc3Sc3ccc(C(=O)NCCCN4CCOCC4)cc32)cc1	2%&-2%	-13	17%	-11%	-4&-7	7%&-8%	-3%	?
CC1=NNC(=O)C1CC(=O)N/N=C(/C)c1cccc([N+](=O)[O-])c1 (stereo unspecified)	15%[9.22 µM]	5	-2%	-5%	3	-15%	-2%	-15%
CCCCn1c(C(C)O)nc2ccccc21 (stereo unspecified)	-19%	12	0%	-5%	1	-7%	-5%	6%
Cc1cc(NC(=O)c2ccc(F)cc2)n(-c2ccccn2)n1	16µM*	20	-3%	-2%	-9	-9%	2%	-20%
COc1cc(/C=N/NC(=O)c2ccc(NC(=O)C3CC3)cc2)ccc1OC(C)=O	17%	-4	-4%	-1%	-3	-1%	-8%	/

The final two entries of the section above lead into the next:
SMILES	TDP43 rescue	D3 antag	EPAC2 agonist	EPAC2 antagonist	D3 ag	Abeta rescue	aSyn rescue	FUS suppressor
Cc1cc(NC(=O)c2ccc(F)cc2)n(-c2ccccn2)n1	16µM*	20	-3%	-2%	-9	-9%	2%	-20%
COc1cc(/C=N/NC(=O)c2ccc(NC(=O)C3CC3)cc2)ccc1OC(C)=O	17%	-4	-4%	-1%	-3	-1%	-8%	/
Cc1cnc(CNC(=O)C2CCC(=O)N(CCc3cccc(F)c3)C2)[nH]1 (stereo unspecified)	14%	-1	6%	2%	1	-2%	-1%	10%
CC(C)(C)c1ccc(C(=O)N/N=C2\C3CN4CCN(C3)CC2(c2ccccc2)C4)cc1	-13%	15	5%	18%	-2	9%	0%	/
Cc1ccccc1NC(=O)Cc1nc(COC(=O)C(C)(C)Oc2ccc(Cl)cc2)cs1	-17%	25	10%	-21%	1	3%	2%	42%
CCOC(=O)C1=C(c2ccccc2)NC(=O)NC1c1ccc(N(C)C)cc1 (stereo unspecified)	-23%	3	9%	2%	7	-2%	10%	6%
Cc1ccc(-c2noc(-c3ccccc3NC(=O)c3ccccc3)n2)cc1	19%	/	/	/	-3	-12%	/	-19%
CC[C@H]1C/C=C\Cc2ccccc2[C@H](C(=O)C[C@@H](O)CC(C)=O)OC1=O	12%	45	1%	0%	5	8%	7%	9%
Cc1ccc(C(=O)Nc2ccc3nc(C)sc3c2)o1	-10%	-15	4%	5%	1	-7%	-1%	-22%
CCCn1c(N)c(N(CCOC)C(=O)c2ccc(-c3ccc(Cl)cc3)o2)c(=O)[nH]c1=O	4%	-15	-6%	3%	-9	-5%	-8%	17%
COc1ccc2c(C)cc(SCC(=O)Nc3cc(C(N)=O)cc(C(N)=O)c3)nc2c1	-17%	19	-10%	0%	3	-5%	14%	25%
O=C(NCc1ccc(Cl)cc1)c1cc(-c2cccs2)on1	-15%	-14	4%	-1%	-20	5%	5%	16%
COc1ccccc1CNc1nc(NC(C)C)nc2cc(-c3ccccc3)sc12	7%	-64*	8%	6%	-19	-40%[inhibitor]	0%	-6%
CCN(c1ccccc1)S(=O)(=O)c1cccc(C(=O)NCCN2CCOCC2)c1	14%	-2	3%	-8%	1	1%	6%	-19%
Cn1c(=O)c2c(SCC(=O)Nc3nccs3)nc(C3CC3)nc2n(C)c1=O	-9%	12	-4%	-5%	0	-1%	-2%	0%
COc1ccccc1NC(=S)NC(NC(=O)c1ccco1)C(Cl)(Cl)Cl (stereo unspecified)	4%	2	9%	-6%	-4	14%	0%	20%
FC(F)(F)c1nnc2c(Sc3ccc(Cl)cc3)nc3ccccc3n12	3%	11	-11%	13%	0	0%	0%	6%

Among those listed so far, 2 have a nitro group on carbon.
SMILES	TDP43 rescue	D3 antag	EPAC2 agonist	EPAC2 antagonist	D3 ag	Abeta rescue	aSyn rescue	FUS suppressor
CC(C)=NNc1cc([N+](=O)[O-])cc2c1C(=O)N(C)S2=O (stereo unspecified)	26%	11	1%	2%	3	13%	0%	-32%
CC1=NNC(=O)C1CC(=O)N/N=C(/C)c1cccc([N+](=O)[O-])c1 (stereo unspecified)	15%[9.22 µM]	5	-2%	-5%	3	-15%	-2%	-15%

New compounds follow.
SMILES	TDP43 rescue	D3 antag	EPAC2 agonist	EPAC2 antagonist	D3 ag	Abeta rescue	aSyn rescue	FUS suppressor
CCCCc1cn([C@@H](CCCCN)C(=O)N2CCNCC2)nn1	13%	-8	23%	9%	14	-11%	0%	-17%
CSCCC(NC(=O)c1ccccc1)C(=O)Nc1ccc(C)cc1 (stereo unspecified)	0%	12	8%	-12%	8	-2%	1%	-7%
O=C(O)c1cc(N/N=C/c2ccc3c(c2)OCCO3)ccc1Cl	-1%	3	12%	11%	-14	-5%	1%	17%
CC12CC3(C)CC(C)(C1)CC(C(=O)NC(=S)N1CCCC1)(C2)C3	-9%[9.22 µM]	-14	-2%	12%	4	-2%	5%	16%
COc1ccc(/C=C/C(=O)OCc2cc(=O)n3c(n2)sc2ccccc23)cc1	-12%	3	4%	-5%	-6	-8%	1%	?
Cc1noc(C)c1C(c1ccccc1)S(=O)(=O)c1ccccc1 (stereo unspecified)	?	0	3%	5%	2	-4%	6%	-16%
COc1cc(C2(c3ccc(O)c(OC)c3)C(=O)N(C)c3ccc(Br)cc32)ccc1O	-9%	-14	18%	-19%	-5	3%	10%	33%
CCOc1ccc(/C=C2/C(=N)N3OC(C)=CC3=NC2=O)cc1OC	26%	11	6%	19%	4	-1%	14%	-11%
O=C(OC1CSc2nc3ccccc3n2C1)c1ccco1 (stereo unspecified)	14%	14	4%	8%	-3	1%	11%	12%
O=C(Nc1nc(COc2ccccc2)cs1)c1ccccc1F	0%	-10	14%	-11%	-1	18%	-5%	23%
CCN(CC)CCNc1nc2cc(OC)c(OC)cc2c2nc(-c3ccccc3)nn12	3%	-19	5%	-10%	3	0%	-2%	-14%
COCCNc1oc(/C=C/c2ccccc2OC)nc1S(=O)(=O)c1ccccc1	-6%	?	18%	0%	-1	5%	-6%	11%
Cc1ccc(S(=O)(=O)N2CCCCCC2)cc1C(=O)NCc1ccccn1	-14%	3	8%	4%	8	-1%	-3%	24%
COC(=O)C1=C(Nc2ccc(C)cc2)C=C(C)C(C(=O)OC)C1c1ccc(OC)cc1 (stereo unspecified)	2%	-27	10%	-3%	-4	5%	-2%	41%
CCC(C)(C)NC(=O)Cn1c(=O)oc2cc(S(=O)(=O)N3CC(C)CC(C)C3)ccc21 (stereo unspecified)	5%	2	-1%	17%	1	15%	6%	17%
N#Cc1cn(-c2ccccc2)nc1-c1ccccc1	2%	-15	-1%	10%	15	-3%	-1%	20%
COC(=O)c1nccnc1N	-6%	6	1%	-3%	-1	-10%	-7%	/
COc1cccc2cc(C(=O)N3C(C)CCCC3C)c(=O)oc12 (stereo unspecified)	-9%	-23	2%	4%	-4	14%	0%	-11%
CC1CCC(NC(=O)c2cccc(S(=O)(=O)N3CCN(c4ccc(F)cc4)CC3)c2)CC1 (stereo unspecified)	23%	11	-9%	3%	15	-12%	3%	5%
O=C(Nc1ccc(OC(F)(F)F)cc1)C1CCCN(S(=O)(=O)c2cnc[nH]2)C1 (stereo unspecified)	19%	0	-2%	7%	4	2%	8%	3%
COC(=O)CN(C)C(=O)c1ccc2nc(Cc3cccc(Cl)c3)oc2c1	17%	-13	18%	-10%	-1	13%	1%	7%
COc1ccc(-n2c(SCC(=O)Nc3ccc(Cl)c(C)c3)nc3n[nH]c(C)c3c2=N)cc1	8%	/	/	/	3	-10%	/	?
C#CCNC(=O)C1=C[C@H](c2ccc(Br)cc2)C[C@H](OCc2ccc(CO)cc2)O1	?	0	7%	-19%	2	5%	1%	24%
Cc1cc(Nc2ccccc2C(=O)O)n(-c2cccc(Cl)c2)n1	6%	53	7%	-14%	1	5%	-1%	4%
CCc1ccccc1NC(=O)CNC(=O)c1cccc(S(=O)(=O)N2CCN(Cc3ccccc3)CC2)c1	5%	0	10%	-7%	2	2%	1%	/
COc1ccnc(Nc2ccc(C)c(C)c2)c1C#N	-20%	-30	3%	18%	-11	0%	0%	12%
COc1ccc(C(CNC(=O)COc2ccccc2-c2ccccc2)N2CCOCC2)cc1 (stereo unspecified)	21%	7	11%	-19%	-11	8%	6%	2%
CC(C)NC(=O)NC(=O)CSc1nncs1	-4%	7	-3%	6%	17	-3%	9%	-2%
NC(=O)C1CCN(C(=O)/C(=C/c2ccccc2)NC(=O)c2ccccc2)CC1	17%	8	11%	-7%	6	-7%	-7%	-17%
Cc1c(OCc2nn[nH]n2)ccc2c(-c3ccccc3)cc(=O)oc12	13%	27	1%	-3%	0	-7%	-3%	39%

Not all compounds are listed. The share of hits here may be higher or lower than overall.
